CHRM4 PAM: CHRM4 positive allosteric modulation | P08173 | CHO-K1 hM4/Gqi5, Fluo-8 calcium fluorescence, ACh EC20; 0% = ACh EC20, 100% = maximal ACh | activation, % at 3 µM | hit rate 0.4% among 360,000;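 active means activation above its plate's cutoff, the mean activation of sample wells plus 3 SD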; further: some results filed as inactive read as strong as hits
Target sequence (P08173 whole entry, looked up): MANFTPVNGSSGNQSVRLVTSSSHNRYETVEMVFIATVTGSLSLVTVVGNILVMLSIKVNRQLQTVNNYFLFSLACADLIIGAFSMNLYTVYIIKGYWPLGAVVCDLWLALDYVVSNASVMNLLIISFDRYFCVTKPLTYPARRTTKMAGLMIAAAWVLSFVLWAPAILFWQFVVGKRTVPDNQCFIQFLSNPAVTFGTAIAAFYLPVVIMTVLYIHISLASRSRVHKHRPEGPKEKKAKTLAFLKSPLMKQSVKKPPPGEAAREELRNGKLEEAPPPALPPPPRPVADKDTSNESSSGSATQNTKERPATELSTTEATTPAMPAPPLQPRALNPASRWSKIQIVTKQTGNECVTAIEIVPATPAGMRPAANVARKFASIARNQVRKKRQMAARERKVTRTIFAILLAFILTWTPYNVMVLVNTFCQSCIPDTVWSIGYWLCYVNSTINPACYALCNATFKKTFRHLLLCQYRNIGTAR
CRFBP-R2 agonist: CRF-BP/CRF-R2 complex agonism | activation, % at 13.2 µM | HEK293 CRF-R2/CRF-BP, calcium dye fluorescence (FLIPR); percent of saturating CRF peptide response | hit rate 0.46% among 350,000;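 active means activation of at least 50%, plus an integration ratio under a set limit after plate pattern correction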;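 further: plate controls were neutral control wells without compound for no effect and CRF at EC100 for full effect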
CHRM5 agonist: CHRM5 agonism in calcium assay; P08912; CHO-K1 hM5 cells, Fluo-8 calcium fluorescence; 0% DMSO wells, 100% maximal acetylcholine response; activation, % at 3 µM; hit rate 0.19% among 360,000;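 active means activation above the run's mean over test compounds plus 3 SD, cut at about 23% in these data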;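 further: signal is peak over basal fluorescence ratio across the kinetic read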
Target sequence (P08912 whole entry, looked up): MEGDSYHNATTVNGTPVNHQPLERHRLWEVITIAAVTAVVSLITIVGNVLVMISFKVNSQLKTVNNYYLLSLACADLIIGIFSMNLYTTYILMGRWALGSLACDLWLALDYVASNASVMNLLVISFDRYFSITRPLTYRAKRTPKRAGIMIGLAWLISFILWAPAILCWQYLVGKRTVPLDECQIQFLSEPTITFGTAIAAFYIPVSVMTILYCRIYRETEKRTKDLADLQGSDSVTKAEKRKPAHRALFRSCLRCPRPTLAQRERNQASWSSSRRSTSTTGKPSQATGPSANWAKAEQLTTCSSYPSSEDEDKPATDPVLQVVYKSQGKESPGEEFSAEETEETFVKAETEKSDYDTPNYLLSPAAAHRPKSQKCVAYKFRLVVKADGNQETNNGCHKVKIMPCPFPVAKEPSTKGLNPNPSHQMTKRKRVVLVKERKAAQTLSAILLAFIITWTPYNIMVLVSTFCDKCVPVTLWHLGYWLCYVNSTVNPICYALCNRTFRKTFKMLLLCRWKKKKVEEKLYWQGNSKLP
CHRM5 antagonist: blocks acetylcholine activation of human M5 receptor | CHO-hM5 cells, Fluo-8 calcium fluorescence, ACh EC80 | inhibition, % at 3 µM | hit rate 0.59% among 360,000 | AID 624040;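 active means inhibition above a per-plate cutoff, the mean of that plate's test compounds plus 3 SD, cut at about 27% in these data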;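 further: 0% = acetylcholine EC80 with DMSO and 100% = DMSO without agonist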
M5 PAM: CHRM5 positive allosteric modulation; AID 624038; CHO-K1 hM5, Fluo-8 calcium, ACh EC20 PAM; 0% = ACh EC20, 100% = ACh EC100; hit rate 0.3% among 360,000; P08912; activation, % at 3 µM;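 active means activation above the run cutoff, the mean activation of all test compounds plus 3 SD, cut at about 18% in these data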
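Test system: CHO-K1 hM5 cells / Doses: single-point, 3 µM nominal / Times: Post-acetylcholine fluorescence recording 140 s / Technique: Fluo-8 calcium fluorescence / Measure: Max/basal fluorescence ratio as % of EC20–EC100 ACh window / Benchmarks: low control EC20 acetylcholine (0%), high control EC100 acetylcholine (100%) / Replicates: one well per compound, no replicates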
CRFBP-R2 block: blocks CRF-induced signaling of the CRF-BP/CRF-R2 complex; HEK293 CRF-R2/CRF-BP, CRF-induced calcium fluorescence; inhibition, % at 11.8 µM; hit rate 0.59% among 350,000; AID 588475;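 active means inhibition of the ligand-induced calcium signal above about 50% at the single tested concentration, limit read from the data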
M4 antag: blocks acetylcholine activation of human M4 receptor | P08173 | CHO-hM4 cells, ACh EC80, Fluo-8 calcium fluorescence | inhibition, % at 3 µM | hit rate 0.73% among 360,000;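 active means inhibition above its plate's cutoff, the mean inhibition of sample wells plus 3 SD, cut at about 27% in these data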;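 further: 0% = acetylcholine EC80 with DMSO and 100% = DMSO without agonist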
CHRM4 agonist: CHRM4 agonism in calcium assay; P08173; CHO-K1 hM4/Gqi5, Fluo-8 calcium fluorescence; vehicle 0%, full acetylcholine response 100%; activation, % at 3 µM; hit rate 0.14% among 360,000;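 active means activation above the run mean over all test wells plus 3 SD, cut at about 32% in these data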;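 further: peak over basal fluorescence ratio per well then scaled between controls; 0% = DMSO wells and 100% = acetylcholine at EC100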
IDE cell inh: inhibits human insulin-degrading enzyme in HEK cells; inhibition, % at 5.59 µM; FAbetaB cleavage, fluorescence polarization; P14735; AID 434962; hit rate 0.41% among 320,000;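 active means percent inhibition above the average of all tested compounds plus 3 SD, set per screening campaign, cut at about 16% in these data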;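 further: IDE supplied by intact live HEK cells; FP after avidin binding of uncleaved biotin substrate so inhibition keeps polarization high; 0% = DMSO wells and 100% = 60 µM reference IDE inhibitor Ii1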
* marks the source's active call; other numbers are inactive results; / = not tested or not shown.

Values run as follows: CHRM4 PAM, CRFBP-R2 agonist, CHRM5 agonist, CHRM5 antagonist, M5 PAM, CRFBP-R2 block, M4 antag, CHRM4 agonist, IDE cell inh
1) O=C(CCS(=O)(=O)c1cccc2nonc12)NC1CCCCCC1
→ 4.5, 1.2, -5.3, -2.7, 4.2, 8.1, -1.1, 1.1, 2.8
2) C#CCOCCOCCOCCNc1nc(N2CCN(C(=O)C([C@@H](C)CC)n3cc(C(N)Cc4ccc(O)cc4)nn3)CC2)nc(N2CCN(C(=O)[C@H](CCC(=O)O)n3cc(C(N)Cc4ccc(O)cc4)nn3)CC2)n1 (stereo partly specified)
→ 0.6, 0.4, 1.7, 15.1, -7.1, -3.0, 1.5, 1.7, 2.4
3) CC(C)Oc1ccccc1OCCN(C)C
→ 5.5, 1.8, -7.5, 1.5, 1.3, -10.2, 0.5, 0.1, -1.8
4) COc1ccc(C(=O)Nc2cccc(-c3nnc(-c4ccco4)o3)c2)cc1
→ -6.5, 2.1, -3.9, -2.3, -52.3, -40.0, -0.2, 10.1, 0.7
5) CCCCCC1NC(=O)NC1CCCCCC(=O)O (stereo unspecified)
→ -1.2, 0.6, 0.8, 6.2, -6.0, 16.5, -13.8, 1.1, 3.6
6) COc1ccc(C(CNC(=O)CSc2ccc(Br)cc2)N2CCOCC2)cc1 (stereo unspecified)
→ -9.9, -0.6, -1.3, 11.9, -11.0, -7.8, 3.9, 1.6, 2.0
7) CC1CCN(C(C(=O)O)c2ccccc2)CC1 (stereo unspecified)
→ -4.4, 0.5, -1.9, -1.6, -0.5, 12.5, 9.4, 1.2, -8.1
8) CCC1C/C(=C\c2cc(OC)c(OC)cc2OC)C(=O)/C(=C/c2cc(OC)c(OC)cc2OC)C1 (stereo unspecified)
→ 2.5, 23.8, -2.5, 7.2, -3.1, -33.9, -2.9, 5.8, 7.6
9) O=C(Nc1nnc(SCC(=O)N2CCOCC2)s1)c1ccccc1
→ -0.3, 2.6, 1.0, 2.8, -5.6, 9.4, 1.3, 0.6, 3.7
10) CCCC(CCC)c1nnc(NC(=O)c2ccco2)s1
→ 1.2, -0.3, 1.7, 18.9, 3.0, -18.9, 1.5, 0.0, 3.4
11) Cc1cc(N)nc(=O)n1C1CC(O)C(CO)O1 (stereo unspecified)
→ -1.0, 0.7, -4.2, -1.3, -13.0, -0.2, -12.8, 1.1, /
12) O=S(=O)(Nn1cnnc1)c1ccccc1
→ 6.5, -2.1, 0.3, -5.7, 3.1, -15.0, -6.3, 0.7, 4.1
13) CC1CCN(c2nc3c(c(=O)[nH]c(=O)n3C)n2Cc2ccccc2Cl)CC1
→ 0.3, -4.7, 1.7, -1.5, 0.8, -45.8, -3.8, -0.7, 2.0
14) C/C(Cc1ccccc1)=N\NC(=O)CNC(=O)c1ccc(Cl)cc1Cl
→ -1.1, 1.9, -2.3, 13.9, -0.5, -12.2, 12.3, -1.5, -2.1
15) CCOC(=O)c1ccc(NC(=O)c2sc3nc4n(c(=O)c3c2C)CCC4)cc1
→ -6.2, -4.8, -4.1, 19.9, -4.2, -37.1, -14.5, 0.9, 1.4
16) CCC(C(=O)NNC(=O)c1cnccn1)c1ccccc1 (stereo unspecified)
→ -1.4, -2.1, 0.3, -7.2, 1.8, 21.4, 5.7, 1.1, 9.8
17) COc1cc2nc(SCc3ccc(F)cc3)n(Cc3cccs3)c(=N)c2cc1OC
→ 3.4, -0.4, -0.6, 5.8, -0.3, -6.8, -9.8, 1.3, 6.7
18) O=C(NCc1ccco1)/C(=C\c1ccco1)NC(=O)c1ccc(Br)o1
→ 8.6, -3.9, -0.5, -1.2, 6.3, 26.3, -9.8, -0.3, 0.5
19) CCOC(=O)c1oc2c(O)c(O)ccc2c(=O)c1-c1nncn1-c1ccccc1
→ -5.3, 1.6, 0.0, -3.4, 3.3, 6.0, 3.2, 0.3, -3.2
20) CS(=O)(=O)N1CCC(C(=O)Nc2ccc(Cl)cc2)CC1
→ 2.0, 0.2, 0.0, 7.0, -1.4, -3.4, -3.5, 0.8, 9.2
21) COc1ccccc1NC(=O)CC1CCCC1
→ -0.2, 1.9, -4.7, 12.0, 0.4, 6.0, -22.6, 2.1, 4.3
22) COc1ccc(CN2C3CCC2CC(NC(=O)c2cccc(F)c2)C3)cc1 (stereo unspecified)
→ 3.5, 5.7, -22.3, 4.2, 9.1, -11.2, -6.4, 1.8, -2.9
23) COc1ccc(SCCCn2c(=O)c3c(ncn3C)n(C)c2=O)cc1
→ -3.0, -0.5, 2.4, 8.2, 0.7, 8.0, -2.2, 5.7, 5.8
24) COc1ccc(NC(=O)CC2C(=O)N(c3ccc(Cl)cc3)C(=S)N2CCc2ccccn2)cc1 (stereo unspecified)
→ -2.2, 0.0, -0.5, -1.4, -3.0, -13.7, 0.2, 6.0, 0.4
25) Cc1ccc(-c2nnc(C)c(N3CCOCC3)n2)cc1
→ 2.6, -0.6, -3.6, -9.8, 0.2, 5.6, 1.8, -0.1, 2.3
26) CC(C)OCCCNC(=O)c1ccc2c(c1)S(=O)(=O)c1ccccc1C2=O
→ -4.5, -0.9, 0.1, 9.5, -11.7, 9.1, -1.4, 6.6, -2.5
27) Cc1cc(C(C)(C)C)ccc1OCCOCCN1CCCC1
→ -13.9, 0.6, -3.8, 1.7, -7.2, -27.6, 12.0, 1.8, -4.3
28) CC1=C(C(=O)Nc2ccc([N+](=O)[O-])cc2)C(c2cccc(C(F)(F)F)c2)NC(=S)N1c1ccccc1 (stereo unspecified)
→ -16.0, 0.4, 1.1, 9.2, -5.8, -7.2, -0.1, 1.3, -2.0
29) Cc1ccc(-c2nc(SC(C)C(=O)c3c(N)n(C)c(=O)n(C)c3=O)n[nH]2)cc1 (stereo unspecified)
→ -3.6, 0.3, -3.1, -4.9, 1.0, -0.1, -10.4, 6.8, -4.3
30) CCc1ccc2nc3n[nH]c(N)c3cc2c1
→ 2.2, -1.1, -1.1, -5.2, 0.6, -38.1, 10.0, -1.2, 4.3

Laid out differently: 5 of the compounds above.
26	CC(C)OCCCNC(=O)c1ccc2c(c1)S(=O)(=O)c1ccccc1C2=O
27	Cc1cc(C(C)(C)C)ccc1OCCOCCN1CCCC1
28	CC1=C(C(=O)Nc2ccc([N+](=O)[O-])cc2)C(c2cccc(C(F)(F)F)c2)NC(=S)N1c1ccccc1 (stereo unspecified)
29	Cc1ccc(-c2nc(SC(C)C(=O)c3c(N)n(C)c(=O)n(C)c3=O)n[nH]2)cc1 (stereo unspecified)
30	CCc1ccc2nc3n[nH]c(N)c3cc2c1
assay / compound	26	27	28	29	30
CHRM4 PAM	-4.5	-13.9	-16.0	-3.6	2.2
CRFBP-R2 agonist	-0.9	0.6	0.4	0.3	-1.1
CHRM5 agonist	0.1	-3.8	1.1	-3.1	-1.1
CHRM5 antagonist	9.5	1.7	9.2	-4.9	-5.2
M5 PAM	-11.7	-7.2	-5.8	1.0	0.6
CRFBP-R2 block	9.1	-27.6	-7.2	-0.1	-38.1
M4 antag	-1.4	12.0	-0.1	-10.4	10.0
CHRM4 agonist	6.6	1.8	1.3	6.8	-1.2
IDE cell inh	-2.5	-4.3	-2.0	-4.3	4.3

More results:
Values run as follows: CHRM4 PAM, CRFBP-R2 agonist, CHRM5 agonist, CHRM5 antagonist, M5 PAM, CRFBP-R2 block, M4 antag, CHRM4 agonist, IDE cell inh
31) O=C(CN1CCN(Cc2ccc3c(c2)OCO3)CC1)Nc1ccc(N2CCOCC2)cc1
→ -8.8, -0.2, 2.3, 6.2, -2.8, 8.8, -7.5, 0.0, -0.3
32) O=C(O)C1Cc2ccccc2-c2ccccc2C1
→ -2.2, -2.9, -3.2, 9.7, -3.1, 9.2, -0.1, -0.2, -0.2
33) Cc1cnc(C(=O)OCC(=O)NCc2ccc(Cl)cc2)cn1
→ 8.6, -2.9, 2.2, 4.9, -8.7, 11.3, 2.9, 1.5, -2.4
34) CC1CCN(c2nc3nonc3nc2N2CCC(C)CC2)CC1
→ -3.6, -2.9, 0.4, -4.5, 0.6, 22.1, 11.9, -0.8, -3.6
35) CCOC(=O)C(NC=O)(NC(C)(C)C)C(=O)OCC
→ 9.9, 2.3, -1.4, 2.9, 1.1, -16.3, 0.3, 0.0, -4.3
36) CSc1ccccc1C(=O)Nc1ccc(C)cc1C
→ 0.8, -0.5, -5.8, -7.5, 14.2, -0.6, 1.4, 0.0, 1.9
37) O=C(C1CCN(S(=O)(=O)c2ccc(-n3cnnn3)cc2)CC1)N1CCCCC1
→ -11.7, 0.8, -0.7, 11.5, -1.3, 10.4, 15.8, 4.7, -1.4
38) Cn1c(SCC2CCCO2)nnc1-c1cccc([N+](=O)[O-])c1 (stereo unspecified)
→ 5.1, -1.1, -4.2, -16.2, 5.3, 5.1, -17.2, 2.0, 2.7
39) COc1cc2c(=O)[nH]c3cc([N+](=O)[O-])ccc3c2cc1[N+](=O)[O-]
→ 3.7, 1.2, 0.0, -0.4, -4.1, -8.9, -8.4, 1.5, /
40) CC(C)(C)N(Cc1ccccc1)C(=O)COc1cccnc1[N+](=O)[O-]
→ -6.8, -1.0, -3.0, 12.5, -4.2, -4.1, 11.0, 11.8, 0.0
41) CCOc1ccc(NC(=O)CC2SC(=O)N(c3ccccc3)C2=O)cc1 (stereo unspecified)
→ -5.0, 0.8, -2.2, 4.0, 0.7, -8.1, 4.6, 2.5, 2.5
42) COc1ccc(CC(=O)c2ccc(OC3OC(CO)C(O)C(O)C3O)cc2O)cc1 (stereo unspecified)
→ 3.8, 0.5, -2.8, 5.8, 0.8, 1.5, -5.8, 0.9, 0.5
43) COc1cccc(C(=O)NCCS(=O)(=O)NCCc2ccc(OC)c(OC)c2)c1
→ -4.0, -1.9, -1.6, 4.4, -3.8, 3.5, 10.3, -0.1, -3.2
44) O=C(NCc1ccc2c(c1)OCO2)c1nc(Cn2cc(Br)cn2)no1
→ -3.6, -0.1, -1.8, 12.8, -1.4, 0.7, 17.4, 1.3, 6.3
45) CN(C)/C=N/c1nc(-c2ccc3c(c2)OCO3)cs1
→ 2.4, 2.0, -2.0, -7.0, 3.4, -25.4, 3.2, 0.4, -3.6
46) CC(C)Oc1ccc(CSc2nnc3n(C)c(=O)c4c5c(sc4n23)CCCC5)cc1
→ 11.5, -2.4, 0.7, -3.3, 3.7, -49.8, 5.4, 1.0, -0.8
47) CCOC(=O)C(/C(C)=N/NC(=O)C1CC1c1ccccc1)C(C)C (stereo unspecified)
→ 2.2, -2.2, -2.5, -3.7, 6.2, -23.9, 8.7, -1.8, -2.7
48) CCOc1ccc(-c2c(C(=O)N/N=C/c3ccsc3)nnn2-c2nonc2N)cc1
→ -0.2, 0.3, 15.2, 11.0, -5.5, -33.5, 5.5, 10.2, 4.2
